Screens (PubChem)
p53 reactivation = re-activators of mutant p53; Potency, µM (highest dose often 92.2 µM), inactives show at the top dose activity change, positive = activation, usual class: activators; H1299 p53-A138V BP100-luciferase reporter, luminescence, 24 h; 320,000 tested, 0.063% active; also: potency is read from the fitted curve at half-maximal effect; % of control where 0% means no effect; nearly all actives have a fitted effect of over 45% in size
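H1299 (p53-null), stable ts p53-A138V + BP100-Luc; 1000 cells/well, Opti-MEM/10% FBS; cpd 4 pt, 1:5; 24 h, 37 deg C, 5% CO2; detection reagent 10 min RT; luminescence.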
ELG1 genotoxic = genotoxicity induction in ELG1-luciferase HEK293T cells | HEK293T ELG1-luciferase reporter, luminescence, 16 h | Potency, µM (titrated, usually from 46 µM), inactives show at the highest dose activity change, positive = activation, actives largely listed as activators | AID 504466 | 330,000 tested, 1.3% active; also: potency is read from the fitted curve at half-maximal effect; % of control where 0% means no effect; nearly all actives have a fitted effect of over 60% in size
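Genotoxicity was scored as increased ELG1-luciferase reporter signal, measured by ONE-Glo luminescence (30 min, room temperature). Compound or vehicle exposure of the HEK293T reporter cells lasted 16 hr at 37°C.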
NPC1 promoter act = NPC1 promoter activation | Huh7 NPC1 promoter luciferase reporter, 24 h | 320,000 tested, 2.4% active | Potency, µM (highest dose often 9.22 µM), without a hit: at the highest dose activation, most hits filed as activators;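 also: potency is read from the fitted curve at half-maximal effect; % of control where 0% means no effect; nearly all actives have a fitted effect of over 60% in size; reporter is driven by a mutant NPC1 promoter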
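Stable NPC1-promoter luciferase Huh7 line; cpd (DMSO) 24 h, 37 °C, 5% CO2; Amplite luciferase reagent 10 min RT; luminescence readout. qHTS format.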
FLuc counter = counter-screen for miR-21 project: firefly luciferase inhibitors or activators. Potency, µM (highest dose often 57.5 µM), inactives show at the highest dose activity change, negative = inhibition, hits mostly inhibitors. 360,000 tested, 6.9% active. P08659. AID 588342. purified FLuc, Km substrates, luminescence inhibition;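 also: potency is read from the fitted curve at half-maximal effect; plate controls were vehicle for no effect and reference inhibitor for full effect; nearly all actives have a fitted effect of over 55% in size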
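Purified P. pyralis luciferase (10nM final) with 10uM D-luciferin and 10uM ATP (Km levels) in 50mM Tris acetate pH 7.5, 10mM Mg acetate, 0.01% Tween-20, 0.05% BSA; qHTS 6-point titration, ~60 µM downward; luminescence read.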
BRCA1 expr up = increases BRCA1 expression; MCF7-BRCA1-FFLuc reporter, luminescence, 48 h; response scale: scaled: vehicle 0%, 10 µM genistein 100%; Potency, µM (titrated, usually from 46.1 µM), inactives show at the highest dose activation, usual class: activators; 380,000 tested, 1.1% active; also: potency is read from the fitted curve at half-maximal effect; nearly all actives have a fitted effect of over 80% in size; some results filed as inactive show a strong effect at the top dose
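Reporter cells (MCF7, BRCA1 promoter-firefly luciferase) received library compounds across a concentration series for 48 h. End-point luminescence was measured and concentration-effect curves derived after normalization.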
Gal4-VP16 FLuc = counter-screen for ROR gamma inhibitors: Gal4-VP16 reporter; AID 2546; 310,000 tested, 3.5% active; Potency, µM (top dose mostly 53.6 µM), inactives show top-dose activity, negative = inhibition, actives largely listed as inhibitors; Drosophila S2 Gal4-VP16 UAS-luciferase, luminescence, 20 h;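 also: Gal4-VP16 expression switched on by copper sulfate through the metallothionein promoter; potency is read from the fitted curve at half-maximal effect; % is scaled to controls: 0 for no effect and ±100 for the full control effect; nearly all actives have a fitted effect of over 50% in size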
ELG1 DNA repair = inhibitors of ELG1-dependent DNA repair in HEK293T cells | HEK293T ELG1-luciferase reporter, luminescence, 16 h; DNA damage induced by 5-fluorouridine | Potency, µM (series often up to 46.1 µM), inactives show top-dose activity change, negative = inhibition, actives largely listed as inhibitors | 330,000 tested, 2.3% active | AID 504467; also: potency is read from the fitted curve at half-maximal effect; % is scaled to controls: 0 for no effect and ±100 for the full control effect; nearly all actives have a fitted effect of over 55% in size
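HEK293T cells expressing luciferase-tagged ELG1 (2,000/well) received 5-Fluorouridine plus compound or DMSO for 16 hr at 37 °C. Luciferase was read by ONE-Glo luminescence after 30 min at room temperature.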
Rab9 promoter act = activates the Rab9 promoter. Potency, µM (highest dose often 9.22 µM), for inactives: top-dose activation, negative = inhibition, most hits filed as activators. 320,000 tested, 2.8% active. Huh7 Rab9 promoter-luciferase reporter, luminescence, 24 h; also: potency is read from the fitted curve at half-maximal effect; % of control where 0% means no effect; nearly all actives have a fitted effect of over 60% in size
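Luminescence from Amplite-detected luciferase (10 minutes, ambient) reports Rab9 promoter activation. Before that, stable Rab9-luciferase Huh7 cells (1500/well, reduced-serum OP-MEM I plus 10% FBS) were exposed to compound for 24 hours at 37C.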
RORg inh = ROR gamma (mouse) transcription inhibition; Drosophila S2 Gal4-RORgamma UAS-luciferase reporter, 20 h; Potency, µM (series often up to 53.6 µM), for inactives: at the top dose activity change, negative = inhibition, most hits filed as inhibitors; 310,000 tested, 5.4% active; also: potency is read from the fitted curve at half-maximal effect; % is scaled to controls: 0 for no effect and ±100 for the full control effect; nearly all actives have a fitted effect of over 60% in size
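In this cell-based reporter format, copper sulfate (700 uM final) drives Gal4–ROR gamma fusion expression from a metallothionein promoter in Drosophila Schneider cells; compounds preincubated 1 hr, reporter read after 20 hr at ambient temperature.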
TRPV1 agonist = human TRPV1 agonism. activation, % at 8.33 µM. TRPV1-expressing cells, Fluo-8 calcium influx, agonist mode. AID 540275. 320,000 tested, 0.19% active; in the data active = activation above about 80%; inconclusive = between about 30% and that limit; also: 0% is about no effect
Target sequence (Q8NER1 whole entry, looked up): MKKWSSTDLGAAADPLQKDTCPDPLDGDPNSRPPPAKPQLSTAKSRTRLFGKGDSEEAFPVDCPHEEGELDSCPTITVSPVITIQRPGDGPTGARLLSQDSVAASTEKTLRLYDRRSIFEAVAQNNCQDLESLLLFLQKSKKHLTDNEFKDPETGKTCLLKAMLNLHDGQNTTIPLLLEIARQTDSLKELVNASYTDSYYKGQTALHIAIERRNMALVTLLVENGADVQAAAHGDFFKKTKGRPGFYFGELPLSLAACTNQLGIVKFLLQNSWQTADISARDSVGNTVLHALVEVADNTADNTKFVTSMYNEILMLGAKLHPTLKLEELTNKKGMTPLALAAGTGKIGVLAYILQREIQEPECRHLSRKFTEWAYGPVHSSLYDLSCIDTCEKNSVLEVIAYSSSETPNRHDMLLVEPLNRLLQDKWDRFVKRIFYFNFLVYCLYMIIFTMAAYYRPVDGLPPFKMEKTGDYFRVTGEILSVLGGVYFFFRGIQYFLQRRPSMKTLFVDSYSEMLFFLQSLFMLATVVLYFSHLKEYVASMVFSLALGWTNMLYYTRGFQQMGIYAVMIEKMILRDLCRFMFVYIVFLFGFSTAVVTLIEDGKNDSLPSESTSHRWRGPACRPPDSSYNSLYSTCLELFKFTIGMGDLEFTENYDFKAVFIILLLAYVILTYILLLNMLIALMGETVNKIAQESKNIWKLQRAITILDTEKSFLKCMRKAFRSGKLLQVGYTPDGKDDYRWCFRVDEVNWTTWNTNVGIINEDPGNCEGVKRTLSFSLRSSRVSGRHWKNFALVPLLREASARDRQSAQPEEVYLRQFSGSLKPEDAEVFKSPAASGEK
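TRPV1-expressing cells were cultured overnight at 35.5C and loaded with Fluo-8 calcium dye for 40 to 90 min at room temperature. After a 10 s baseline, compound was added and calcium influx was read kinetically for 3 min (ex 480/em 520 nm).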
Tb PFK block = inhibitors of T. brucei phosphofructokinase | O15648 | T. brucei PFK, ADP-Glo luminescence | Potency, µM (highest dose often 57.5 µM), without a hit: at the highest dose activity, negative = inhibition, most hits filed as inhibitors | 330,000 tested, 0.17% active | AID 485367;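 also: potency is read from the fitted curve at half-maximal effect; 0% = uninhibited 1x PFK enzyme wells and -100% = no-enzyme wells; nearly all actives have a fitted effect of over 60% in size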
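In TEA buffer at pH 8.0 with 5 mM MgCl2, enzyme (1.25 nM) converted F6P (0.5 mM) and ATP (0.1 mM) for 45 min at room temperature. ADP product was read by luciferase luminescence.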
* hit, by the source's call; ? = inconclusive; · = no result given; [ ] = remark or other dose. Unless noted, calls follow the shape of the dose curve; as a rule, active = well fitted curve in the direction sought with a large enough effect; inconclusive = small, poorly fitted or top-dose-only effect, or another doubt; inactive = no such curve, though single readings can be large; an effect the other way counts as inactive or inconclusive.

The first six records, to show the layout:
Values run as follows: p53 reactivation | ELG1 genotoxic | NPC1 promoter act | FLuc counter | BRCA1 expr up | Gal4-VP16 FLuc | ELG1 DNA repair | Rab9 promoter act | RORg inh | TRPV1 agonist | Tb PFK block
CS(=O)(=O)Nc1cccc2cccnc12
    1% | -8% | 0% | 1% | -23% | 7.9µM* | -5% | 2% | 6.3µM* | -2 | -4%
COc1ccccc1N(CC(=O)N/N=C/c1ccc(C(=O)O)cc1)S(=O)(=O)c1ccc(C)cc1
    -1% | -2% | -1% | 8% | 38% | -5% | 3% | -1% | 1% | 3 | 2%
COc1ccc2c(c1)C=C([C@@H]1C[C@H]3CN(c4ccccc4)C(=O)[C@]34CCCN14)CO2
    -2% | -3% | -5% | -2% | -42% | -3% | ? | -4% | 7% | 12 | 1%
CCNC(=O)c1oc2c(c1C)C(=O)CC(C)(C)C2
    0% | -1% | 1% | -1% | 3% | -2% | -1% | 3% | -15% | 1 | -6%
CCN(C[C@H]1N[C@@](C)(C(=O)OC)[C@H]2C(=O)N(Cc3ccccc3)C(=O)[C@@H]12)C(=O)C1CCCCC1
    -10% | 1% | · | · | 19% | · | -7% | · | · | · | 0%
N#Cc1c(-c2ccc3c(c2)OCO3)ccn2nc(-c3cccc(C(F)(F)F)c3)nc12
    5% | 3% | 0% | -6% | 28% | -11% | -2% | 6% | ? | -2 | 5%

All compounds of this part, repeating the preview:
Values run as follows: p53 reactivation | ELG1 genotoxic | NPC1 promoter act | FLuc counter | BRCA1 expr up | Gal4-VP16 FLuc | ELG1 DNA repair | Rab9 promoter act | RORg inh | TRPV1 agonist | Tb PFK block
CS(=O)(=O)Nc1cccc2cccnc12
    1% | -8% | 0% | 1% | -23% | 7.9µM* | -5% | 2% | 6.3µM* | -2 | -4%
COc1ccccc1N(CC(=O)N/N=C/c1ccc(C(=O)O)cc1)S(=O)(=O)c1ccc(C)cc1
    -1% | -2% | -1% | 8% | 38% | -5% | 3% | -1% | 1% | 3 | 2%
COc1ccc2c(c1)C=C([C@@H]1C[C@H]3CN(c4ccccc4)C(=O)[C@]34CCCN14)CO2
    -2% | -3% | -5% | -2% | -42% | -3% | ? | -4% | 7% | 12 | 1%
CCNC(=O)c1oc2c(c1C)C(=O)CC(C)(C)C2
    0% | -1% | 1% | -1% | 3% | -2% | -1% | 3% | -15% | 1 | -6%
CCN(C[C@H]1N[C@@](C)(C(=O)OC)[C@H]2C(=O)N(Cc3ccccc3)C(=O)[C@@H]12)C(=O)C1CCCCC1
    -10% | 1% | · | · | 19% | · | -7% | · | · | · | 0%
N#Cc1c(-c2ccc3c(c2)OCO3)ccn2nc(-c3cccc(C(F)(F)F)c3)nc12
    5% | 3% | 0% | -6% | 28% | -11% | -2% | 6% | ? | -2 | 5%
Cn1nnc(NC(=O)/C=C/c2ccco2)n1
    2% | 0% | 2% | -15% | -22% | 11% | 13% | -1% | -2% | -8 | -2%
COc1ccc(OC)c(NC(=O)C2=C(C)NC(=O)NC2c2cccs2)c1 (stereo not given)
    -8% | 7% | -1% | -3% | -11% | 3% | 8% | 9% | 17% | ? | 5%
O=C(NCSC1=NCCS1)c1ccccc1
    -5% | 2% | -1% | 0% | 1% | -2% | 20% | -5% | ? | 2 | 0%
Cc1ccc(CNC(=O)c2cnc(-c3ccccn3)nc2C(F)(F)F)cc1
    -3% | -6% | -1% | -2% | 2% | 19% | 1% | -3% | 44% | -3 | -2%
Nc1ccccc1SCC(=O)N1CCc2ccccc21
    16% | ? | ? | 17µM* | 69% | 13% | ? | ? | 23% | 1 | 28%
COc1cc(C(=O)OCCN2CCCCC2)ccc1O
    14% | 2% | -2% | 5% | 13% | -6% | 27% | -4% | -1% | 2 | 0%
O=C(c1ccccc1)N1CCn2c1nc1ccccc12
    1% | 7% | 10% | -9% | -2% | -10% | ? | 12% | 1% | -3 | 0%
Cc1cc(OCC(O)CNC(C)c2ccccc2)ccc1C(C)C (stereo not given)
    -19% | -1% | 5% | -3% | -90% | -20% | ? | -3% | ? | -1 | 2%
Clc1ccccc1-c1nn2c(COc3ccccc3)nnc2s1
    -10% | -3% | 4% | 4% | 5% | -9% | 0% | 6% | ? | 15 | 15%
O=C(O)c1cccc(N/N=C/c2ccc(F)c(F)c2)c1
    -11% | ? | 0.28µM* | 0.34µM* | -11% | 2% | ? | 0.28µM* | -16% | 2 | -3%
CC1(/[N+]([O-])=C/c2ccccc2F)CCCCC1=O (stereo not given)
    2% | -10% | -4% | 3% | -10% | -5% | 4% | -6% | -7% | -4 | -1%
CCCOc1ccc(Cn2ccnc2)cc1[N+](=O)[O-]
    -6% | -2% | -4% | -3% | -30% | -1% | -5% | -6% | 33% | 1 | -2%
Cc1noc(C)c1NC(=O)N(C)C[C@H]1Oc2c(NC(=O)C3CCCCC3)cccc2C(=O)N([C@H](C)CO)C[C@@H]1C
    -4% | 0% | · | · | 11% | · | 11% | · | · | · | -15%
Cc1cccc(-c2nc(N)nc(N)n2)c1
    14% | ? | 21% | ? | ? | -19% | ? | ? | 14% | 0 | 1%
COc1ccc(NC(=O)COC(=O)CCCC2=NS(=O)(=O)c3ccccc3N2)cc1Cl
    16% | 6% | 2% | 0% | 1% | 0% | ? | -6% | 0% | 3 | 3%
Cc1ccnc(NC(=O)c2oc3ccccc3c2C)c1
    37% | ? | 2.8µM* | 1.2µM* | -21% | · | ? | 2.5µM* | · | ? | -1%
CCN(CC)CC(=O)Nc1c(Br)ccc2c1OCO2
    -3% | 0% | -1% | -2% | -21% | 0% | 13% | 4% | 8% | 0 | -5%
CNc1nc(-c2ccccc2)nnc1C(F)(F)F
    5% | ? | 1% | -2% | -2% | ? | 23% | 1% | -28% | -2 | 0%
CCCCc1c(O)nc(SCC(=O)N2CCCCC2)[nH]c1=O
    -5% | 0% | 1% | -1% | -10% | 7% | 1% | -7% | -16% | -4 | -2%
COCCCNC(=S)NCCNc1nc2c(C)c(C)ccc2cc1C#N
    -5% | -9% | -2% | 2% | -23% | ? | ? | -5% | 18µM* | 13 | 2%
CCN1CCN(C(=O)CCNC(=O)Cn2ccc3ccccc3c2=O)CC1
    1% | -1% | -3% | 3% | -15% | 2% | 8% | -1% | -35% | 4 | 5%
COc1ccc(CNC(=O)Nc2cccs2)cc1OC
    -1% | 1% | 0% | -1% | -9% | 15% | -1% | -1% | -10% | 4 | 0%
CCOc1cccc(/C=N/NC(=O)c2ccc3c(c2)OCCO3)c1O
    ? | ? | -30%[inhibitor] | 2.4µM* | -10% | 0.63µM* | ? | -41%[inhibitor] | 0.4µM* | ? | 4%
CC/C(C)=N/Nc1nc2c(c(=O)[nH]c(=O)n2C)n1Cc1ccccc1
    -5% | 7% | 0% | 6% | -24% | -2% | -8% | 2%[1.84 µM] | ? | -2 | -24%
O=C(c1cc(COc2c(F)cccc2F)on1)N1CCN(C2CCCCC2)C(=O)C1
    8% | -1% | -1% | 5% | -1% | 5% | 3% | -6% | 36% | 3 | -1%
O=C(Nc1ccccc1Cl)c1ccccc1Cl
    -9% | 11% | 0% | -16% | 44% | -12% | 23% | 0% | -2% | 2 | -5%
CC1=C(C(N)=O)C(c2ccccn2)n2nc(SCc3ccccc3Cl)nc2N1 (stereo not given)
    -5% | 1% | -5% | -2% | -27% | 5% | -9% | -1% | 14% | 0 | -18%
O=C(NCCc1ccc(F)cc1)c1cccs1
    ? | ? | 2.8µM* | 12µM* | 11µM* | 5% | ? | 2.5µM* | 3% | ? | -3%
CCOC(=O)c1ccc(NS(=O)(=O)c2cn(C)cn2)cc1
    8% | 0% | 1% | 3% | 1% | -6% | 5% | 0% | 27% | -3 | -1%
COc1ccc2nc(N/C(N)=N/C(=S)Nc3ccc(C)c(C)c3)nc(C)c2c1
    3% | -7% | -27% | -18% | · | ? | -26% | -27% | 0.79µM* | 0 | -3%
CC/C(=N\NC(=S)NC(C)C)c1ccc(OC)c(OC)c1
    -2% | ? | -3% | 0% | -1% | 10µM* | 1% | -2% | 4.5µM* | 6 | 8%
COc1cc(S(=O)(=O)Nc2c(C)nn(C)c2C)ccc1NC(C)=O
    6% | -5% | -2% | 2% | -12% | · | -1% | 1% | · | 0 | 10%
CNC(=O)c1csc(-c2cccs2)n1
    3% | 10% | 11% | 3% | -27% | 29% | ? | 7% | -6% | 4 | -2%
Cc1ccccc1C(=O)N1CCC(C(=O)Nc2ccc(C(C)C)cc2)CC1
    2% | 12% | 2% | -2% | -12% | -12% | 12% | 0% | 6% | -3 | 1%
Oc1ccc(N=Cc2ccc(O)c(O)c2)cc1
    ? | 14% | 1% | ? | -70% | 10µM* | -18% | -3% | 4.5µM* | -2 | -11%

This is a random part of the collection; about 15% have a hit in one of these screens.
